Source: PubChem
GLP1R inv ag = acts as inverse agonist at human GLP-1 receptor; HEK293 GLP-1R CRE-luciferase, luminescence, 24 h; GLP-1R form is constitutively active; Potency, µM (doses to about 38.3 µM), for inactives: at the top dose activity change, negative = inhibition, actives largely listed as inhibitors; actives 1.6% (n = 410,000); AID 624417; also: % is scaled to controls: 0 for no effect and ±100 for the full control effect; nearly all actives have a fitted effect of over 55% in size
Target sequence (P43220 whole entry, looked up): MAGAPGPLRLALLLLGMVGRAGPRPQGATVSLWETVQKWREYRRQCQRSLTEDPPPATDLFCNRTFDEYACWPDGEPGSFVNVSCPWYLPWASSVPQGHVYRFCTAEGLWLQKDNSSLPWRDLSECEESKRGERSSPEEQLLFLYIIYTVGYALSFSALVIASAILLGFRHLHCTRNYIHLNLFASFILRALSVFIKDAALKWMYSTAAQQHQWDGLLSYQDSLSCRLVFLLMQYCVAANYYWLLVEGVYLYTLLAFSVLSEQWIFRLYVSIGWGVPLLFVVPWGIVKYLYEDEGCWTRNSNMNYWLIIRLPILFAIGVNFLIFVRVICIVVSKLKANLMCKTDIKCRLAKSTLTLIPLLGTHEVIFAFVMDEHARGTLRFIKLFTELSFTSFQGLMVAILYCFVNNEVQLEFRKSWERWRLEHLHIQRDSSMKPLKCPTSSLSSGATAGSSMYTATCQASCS
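Seeding at 200 cells/uL, 12 h culture, 24 hr compound treatment, then luciferase reagent and a luminescence read; cells are HEK293 stably expressing a constitutively active GLP-1R plus cAMP-responsive luciferase.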
HT1080 IDH1KD tx = HT-1080 IDH1 knockdown cell toxicity (counter line); HT-1080 IDH1 knockdown viability, ATP luminescence, 48 h; Potency, µM (top dose mostly 46.1 µM), inactives show top-dose activity, negative = toxicity, actives largely listed as cytotoxic; actives 2% (n = 360,000);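 also: 0% = DMSO wells and -100% = cell-free medium wells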
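IDH1KD HT-1080 cells, 750/well, RPMI + 5% FBS; compound pinned after 2 h settling; 48 h, 37 °C; CellTiter-Glo luminescence; % activity normalised to DMSO and no-cell wells; curves fitted, classed by r2 and efficacy.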
HT1080NT lethal = kills 2HG-producing HT-1080-NT fibrosarcoma cells. HT-1080-NT fibrosarcoma viability, CellTiter-Glo ATP luminescence, 48 h. Potency, µM (series often up to 46.1 µM), without a hit: top-dose activity, negative = less viability, hits mostly cytotoxic. actives 1.6% (n = 360,000);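 also: NT is the 2HG producing partner of a matched IDH1 knockdown line; 0% = DMSO-treated cells and -100% = media-only wells without cells; nearly all actives have a fitted effect of over 55% in size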
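HT-1080-NT; 750 cells/well; 5% FBS RPMI; 48 h compound, 37 degrees C; CellTiter-Glo luminescence; curve fitting and curve-class assignment.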
GLP1R ag = agonists of human GLP-1 receptor | actives 0.007% (n = 380,000) | Potency, µM (highest dose often 45.6 µM), without a hit: top-dose activation, hits mostly activators | AID 624172 | HEK293 GLP-1R CRE-luciferase, luminescence, 4-6 h; cells express a hypersensitive GLP-1R form | P43220; also: % of control where 0% means no effect
KB-V1 cytotox = kills drug-selected multidrug resistant KB-V1 cells. KB-V1 MDR cells viability, CellTiter-Glo, 72 h. Potency, µM (series often up to 46.1 µM), for inactives: top-dose activity change, negative = cytotoxicity, actives largely listed as cytotoxic. actives 3.4% (n = 400,000). AID 1347076; also: % is scaled to controls: 0 for no effect and ±100 for the full control effect; nearly all actives have a fitted effect of over 60% in size
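Following 72 h at 37 degrees C with compound, KB-V1 cell viability was read by CellTiter-Glo luminescence, medium being phenol-red-free DMEM plus 10% FBS; concentration-response parameters came from normalized, curve-fitted qHTS data.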
KB-3-1 cytotox = kills parental KB-3-1 adenocarcinoma cells; actives 1.4% (n = 400,000); Potency, µM (top dose mostly 46.1 µM), for the others: at the top dose activity change, negative = cytotoxic, hits mostly cytotoxic; KB-3-1 viability, CellTiter-Glo ATP luminescence, 72 h; also: % is scaled to controls: 0 for no effect and ±100 for the full control effect; nearly all actives have a fitted effect of over 60% in size
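Cytotoxicity measured as CellTiter-Glo luminescence after 72 h at 37 C. Compound titrations were pinned onto drug-naive KB-3-1 parental adenocarcinoma cells grown in DMEM with 10% FBS, and normalized data fitted to concentration-response curves.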
TDP-43 yeast inh = TDP-43 toxicity inhibition in yeast | TDP-43 expressing yeast growth rescue, BacTiter-Glo, 24 h | Potency, µM (highest dose often 46.1 µM), inactives show at the top dose growth rescue (activation), usual class: activators | actives 1.8% (n = 410,000); also: % of control where 0% means no effect; nearly all actives have a fitted effect of over 50% in size
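Luminescence from BacTiter-Glo reports growth of TDP-43-expressing yeast after 24 hr at 30 deg C with compound. Cells were raffinose-pregrown to mid-log, then seeded in galactose medium at OD600=0.02.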
SW480 rerep = induces DNA re-replication in SW480 colon adenocarcinoma cells; SW480 DNA re-replication, Hoechst DNA content imaging, 48 h; Potency, µM (series often up to 46.1 µM), for the others: top-dose re-replication activation, actives largely listed as activators; actives 1.8% (n = 340,000); AID 624297; also: % of control where 0% means no effect; nearly all actives have a fitted effect of over 55% in size
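First, 250 cells per well were seeded. Next, compound or vehicle (23 nL) was pinned in, plates sat 48 hr at 37 C. Finally Hoechst was added for 40 min before fluorescence scanning.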
HEK293 tox = cytotoxicity counter-screen for GLP-1 receptor inverse agonists; HEK293 cAMP-luciferase reporter cells, luminescence, 24 h; actives 0.13% (n = 410,000); Potency, µM (series often up to 38.3 µM), for the others: at the top dose activity change, negative = inhibition, actives largely listed as inhibitors;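 also: loss of luciferase light is scored as toxicity; % is scaled to controls: 0 for no effect and ±100 for the full control effect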
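Compound-treated cells are incubated 24 hr at 37 deg C under 5% CO2 after a 12 hour attachment period, then luciferase detection reagent is added and luminescence is measured following 12 min at room temperature; lowered signal indicates toxicity.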
Numbers without * were called inactive; u = inconclusive; x = no result given; & = joins results of further samples; [ ] = remark or other dose. Calls follow the shape of the dose curve; as a rule, active = well fitted curve in the direction sought with a large enough effect; inconclusive = small, poorly fitted or top-dose-only effect, or another doubt; inactive = no such curve, though single readings can be large; an effect the other way counts as inactive or inconclusive. Potency is read from the fitted curve at half-maximal effect.

Molecule	GLP1R inv ag	HT1080 IDH1KD tx	HT1080NT lethal	GLP1R ag	KB-V1 cytotox	KB-3-1 cytotox	TDP-43 yeast inh	SW480 rerep	HEK293 tox
CCCOc1ccc(C(=O)CCN2CCCCC2)cc1	u	-15%	u	-19%	u	u	-19%	u	u
CCC(C)(C)c1ccc(Oc2ccc(N)cc2)cc1	2.8µM*	u	16µM*	7%	-22%	-28%	u	18%	-1%
CC(Oc1ccc2c(-c3ccccc3)cc(=O)oc2c1)C(=O)NCC1CCC(C(=O)O)CC1 (stereo not drawn)	9%&18%	1%&-6%	1%&0%	-9%&-5%	0%&-18%	0%&-2%	-3%&1%	-58%&-7%[inhibitor]	-9%&1%
COCc1cc(C)[nH]c(=O)c1C#N	-13%	21%	18%	-5%	-10%	1%	-28%	12%	-13%
N#Cc1nc(COc2ccccc2)oc1N1CCC(Cc2ccccc2)CC1	u	0%	-4%	4%	-25%	1%	-1%	14%	1%
O=C1NCCCC1C(=O)N1CCCCC1 (stereo not drawn)	38%[activator]	30%	29%	4%	-3%	-44%	-6%[0.397 µM]	0%	3%
N#C/C(=C/c1ccc(N2CCOCC2)o1)C(=O)Nc1ccccc1	-8%	16%	u	9%	u	u	-28%	-12%	8%
CC(=O)c1cccc(NC(=O)CCn2c(=S)oc3ccccc32)c1	13%	5%	-30%	15%	-11%	20%	-3%	15%	2%
CC(=O)c1ccc(OCC(=O)NC2CCCN(Cc3ccccc3F)C2)cc1 (stereo not drawn)	2%	-2%	-4%	-4%	-6%	-1%	6%	1%	0%
COc1ccc(C(=O)N/N=C/c2ccc3cccc(OCc4ccccc4)c3n2)cc1	u	u	u	-9%	-36%	u	-4%	1%	u
CCN1CCN(CC(=O)Nc2cc(C(F)(F)F)ccc2OCCOC)CC1	17%	6%	-3%	-2%	-1%	0%	-8%	-1%	4%
N#C/C(=C\c1cccn1S(=O)(=O)c1ccccc1)S(=O)(=O)c1ccc(F)cc1	9%	4%	6%	6%	14%	0%	11%	x	5%
O=C1C(Cl)=C(N2CCOCC2)C(=O)N1CCc1ccccc1	-4%	-2%	0%	3%	15µM*	-7%	u	-10%	97%[activator]
COc1ccc(C2CC(c3cccs3)=Nc3ccccc3S2)cc1OC (stereo not drawn)	2%	22%	7%	0%	4%	10%	17%	1%	3%
ON=C1CCC2CCCCC2C1 (stereo not drawn)	-3%	3%	-2%	-3%	21%	u	-4%	x	4%
O=C(N1CCOCC1)N1CCN(c2ccc(F)cc2)CC1	4%	13%	6%	-6%	-3%	-5%	-24%	6%	-8%
CCc1nc2ccc(C(=O)N(C)CC(=O)Nc3ccc(Cl)c(C(F)(F)F)c3)cc2nc1CC	8.9µM*	21µM*	u	-24%	-26%	-20%	u	-7%	u
CC(=O)Nc1cc2c(=O)n(Cc3ccccc3)c(C)nc2cc1N1CCOCC1	5%	-2%	0%	15%	0%	9%	18%	-1%[9.22 µM]	4%
COc1ccc2[nH]c(C(=O)N3CCNCC3)cc2c1OC	12%	5%	-9%	14%	19%	1%	4%	6%	-5%
CC(=O)c1sccc1NC(=O)c1ccccc1C(=O)O	-20%	16%	-1%	0%	-18%	-13%	-12%[1.82 µM]	-7%	-6%

Complete entries as entered above. Order of values: GLP1R inv ag, HT1080 IDH1KD tx, HT1080NT lethal, GLP1R ag, KB-V1 cytotox, KB-3-1 cytotox, TDP-43 yeast inh, SW480 rerep, HEK293 tox
CC(=O)Nc1cc2c(=O)n(Cc3ccccc3)c(C)nc2cc1N1CCOCC1 as listed: 5%, -2%, 0%, 15%, 0%, 9%, 18%, -1%[9.22 µM], 4%
CC(=O)c1ccc(OCC(=O)NC2CCCN(Cc3ccccc3F)C2)cc1 (stereo not drawn) as listed: 2%, -2%, -4%, -4%, -6%, -1%, 6%, 1%, 0%
N#Cc1nc(COc2ccccc2)oc1N1CCC(Cc2ccccc2)CC1 as listed: u, 0%, -4%, 4%, -25%, 1%, -1%, 14%, 1%
N#C/C(=C/c1ccc(N2CCOCC2)o1)C(=O)Nc1ccccc1 as listed: -8%, 16%, u, 9%, u, u, -28%, -12%, 8%
CCCOc1ccc(C(=O)CCN2CCCCC2)cc1 as listed: u, -15%, u, -19%, u, u, -19%, u, u

Going on with the list:
Molecule	GLP1R inv ag	HT1080 IDH1KD tx	HT1080NT lethal	GLP1R ag	KB-V1 cytotox	KB-3-1 cytotox	TDP-43 yeast inh	SW480 rerep	HEK293 tox
O=C(OCc1cc(=O)n2ccsc2n1)C1(c2ccccc2)CC1	45%[activator]	8%	11%	4%	-14%	1%	12%	x	3%
COc1ccc(N2CCOCC2)c(NC(=O)c2cccs2)c1	0%	-13%	-15%	7%	u	-7%	22%	2%	-3%
CCCCCCNC(=O)c1c(O)c2ccccc2[nH]c1=O	11%	13%	15%	-3%	-4%	0%	-13%	12%	-3%
COc1ccc2oc(C(=O)OCC(=O)NCCN3C(=O)CSC3=O)c(C)c2c1	-24%	0%	0%	3%	8%	3%	22%	1%	-1%
Cc1c(-c2ccco2)[n+](=O)c2c(n1[O-])CCC2	12%	19%	12%	2%	u	-1%	-21%	0%	-1%
Cc1cccc(C)c1N1CC(=O)N(c2c(C)cccc2C)CC1=O	0%	7%	12%	-8%	4%	4%	8%	-1%	0%
CC(=O)c1ccc(OCCCC(=O)Nc2cc(S(=O)(=O)N(C)C)ccc2C)cc1	10%	-1%	1%	0%	23µM*	u	5%	16µM*	13%
O=C(CCc1nc2ccccc2c(=O)[nH]1)Nc1ccccc1N1CCCC1	9%	2%	-1%	-20%	u	u	12%	-3%	-7%
O=C1NC(=O)C2(CCCC2C(=O)O)N1 (stereo not drawn)	11%	4%	7%	-1%	25%	-2%	9%	-9%	-10%
CN(CC(=O)Nc1cccc(F)c1)C(=O)Cn1c(=O)oc2ccccc21	1%	2%	8%	-1%	9%	21%	8%	-2%	-21%
Cc1cc(-c2ccccc2)c2c(=O)n(-c3ccccc3)[nH]c2n1	-13%	0%	5%	-7%	2%	u	12%	-11%	-2%
COc1ccc(C(=O)N2CCN(c3ccc(F)cc3)CC2)cc1S(=O)(=O)NC1CC1	9%	0%	5%	10%	24%	2%	13%	-1%	2%
COc1ccc(-c2csc(NC(=O)C3CCN(c4ncnc5sc(C)c(C)c45)CC3)n2)cc1OC	7.1µM*	u	5.8µM*	10%	-15%	u	3%	-104%[inhibitor]	u
CCC(CC)C(C(=O)NCc1ccccc1)N1CCN(CCN2CCOCC2)CC1 (stereo not drawn)	-10%	-7%	-13%	x	-40%	-5%	1%	x	21%
COc1ccccc1CNc1nc2nc(C)cc(=O)n2[nH]1	1%	18%	20%	-2%	26%	9%	-2%	0%	8%
Brc1ccccc1Cn1cnc2ccccc21	u	-11%	2%	17%	-21%	-21%	4%	-2%	-15%
Cc1nnc(SCC(=O)NCc2cccs2)n1-c1ccccc1	12%	-4%	4%	-10%	1%	16%	19%	2%	0%
CC1(C)O[C@@H]2[C@H](O1)[C@@H](CO)O[C@H]2n1ccc(=O)[nH]c1=O	-9%	9%	19%	-2%	4%	3%	0%	-4%	12%
Cc1nc(-c2ccc(F)cc2)c(CC(=O)NCC(=O)Nc2ccc(F)c(F)c2)s1	u	7%	1%	-5%	1%	-3%	9%	-2%	6%
O=C(NCCNc1ccc([N+](=O)[O-])cc1C(F)(F)F)c1ccc(F)cc1	-33%	7%	2%	0%	-10%	-3%	u	0%	-6%

Arranged by molecular weight (high to low): some entries from above
Molecule	GLP1R inv ag	HT1080 IDH1KD tx	HT1080NT lethal	GLP1R ag	KB-V1 cytotox	KB-3-1 cytotox	TDP-43 yeast inh	SW480 rerep	HEK293 tox
COc1ccc(C(=O)N2CCN(c3ccc(F)cc3)CC2)cc1S(=O)(=O)NC1CC1	9%	0%	5%	10%	24%	2%	13%	-1%	2%
Cc1nnc(SCC(=O)NCc2cccs2)n1-c1ccccc1	12%	-4%	4%	-10%	1%	16%	19%	2%	0%
Brc1ccccc1Cn1cnc2ccccc21	u	-11%	2%	17%	-21%	-21%	4%	-2%	-15%

Next section
Molecule	GLP1R inv ag	HT1080 IDH1KD tx	HT1080NT lethal	GLP1R ag	KB-V1 cytotox	KB-3-1 cytotox	TDP-43 yeast inh	SW480 rerep	HEK293 tox
N/C(=N\OC(=O)CCn1cccc(C(F)(F)F)c1=O)c1ccc(Cl)cc1	u	-15%	-20%	9%	5%	-4%	12%	0%	-1%
CC(C)CN(C(=O)c1cc(Cl)nc2ccccc12)C1CCS(=O)(=O)C1 (stereo not drawn)	-1%	-1%	-6%	-1%	-27%	7%	-2%	-2%	5%
CCCCNC(=O)C1(C)CCN1C(=O)c1cc(-c2cccs2)oc1C (stereo not drawn)	-6%	23µM*	u	-10%	-3%	u	0%	x	-7%
Cn1cnc2c1c(=O)n(Cc1ccccc1)c(=O)n2C	47%[activator]	5%	-2%	5%	1%	5%	16%	-12%	2%
Cc1ccc(CS(=O)(=O)CCC(=O)O)cc1	19%	-1%	-5%	-1%	-5%	1%	13%	1%	21%
Cc1ccc(C(=O)N(C)c2ccc(OCC(=O)N3c4ccc(C)cc4C4CN(C)CCC43)cc2)cc1 (stereo not drawn)	u	-13%	-3%	21%	0%	-2%	-9%	9%	-7%
